T cell modulator: T cell immune modulation candidate | 2C CD8+ T cell-vesicle binding, flow cytometry; hits give low values | calls only at 7 µM | hit rate 0.068% among 330,000 | AID 2052;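 active means response, share of CD8 T cells binding vesicles, and their 90th percentile fluorescence all below set limits, cut at about 80% in these data, passing the limit was not always enough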
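Assay system: 2C TCR transgenic mouse naive CD8+ T cells, MACS-purified | Read-out: CD8+ gate FL2 mean fluorescence as % of same-row positive control | Signal: High-throughput flow cytometry with anti-B7-1 and anti-CD8 staining | Timing: Binding step 1.5 h, 37 °C, antibody labelling 20 min, ice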
KOR beta-arrestin-1: KOR antagonists, beta-arrestin recruitment, cell-based, luminescence, uHTS (AID 1778); KOR beta-arrestin recruitment, luminescence, antagonist mode; higher % means a stronger effect; one-dose inhibition, % at 10 µM; IC50 in µM for titrated hits; hit rate 0.091% among 290,000; in the data active means inhibition above about 50%; further: strong numbers were not always called active
GPR35 antagonists: inhibition of zaprinast-stimulated GPR35 beta-arrestin translocation – imaging, U2OS, beta-arrestin-GFP, zaprinast agonist, primary screen (AID 2058); U2OS GPR35 beta-arrestin-GFP translocation imaging, zaprinast antagonism; higher % means a stronger effect; inhibition, % at 10 µM, or IC50 in µM where a hit was titrated; hit rate 0.052% among 290,000;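 active means inhibition of at least 50% with at least 30 cells and total cytoplasm GFP at most 10,000,000; inconclusive means under 30 cells or total GFP of 10,000,000 plus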
KOR beta-arrestin-2: KOR agonists, beta-arrestin recruitment, primary screen, cell-based, luminescence, uHTS (AID 1777). KOR beta-arrestin recruitment, luminescence; higher % means a stronger effect. activation, % at 10 µM; hits with a dose series show EC50 in µM. hit rate 0.02% among 280,000; in the data active means activation above about 50%, passing the limit was not always enough; further: a part of the inactive calls stands beside numbers as strong as those of hits
GPR55 antagonists: inhibition of LPI-stimulated GPR55 beta-arrestin translocation – imaging, U2OS, beta-arrestin-GFP, LPI agonist, primary screen (AID 2013) | U2OS GPR55 beta-arrestin-GFP translocation imaging, LPI antagonism; higher % means a stronger effect | one-dose inhibition, % at 10 µM; IC50 in µM for titrated hits | hit rate 0.13% among 290,000;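 active means spots per cell inhibited over 60%, with over 100 cells counted and total cytoplasm intensity under 500,000; inconclusive means wells with under 100 cells, flagged as likely toxic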;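 further: U2OS cells stably carrying GPR55 and arrestin-GFP stimulated by 5 µM LPI near EC80; imaged beta-arrestin-GFP aggregate spots per cell after agonist stimulation; plate controls were LPI-stimulated DMSO wells for no effect and DMSO wells without LPI for full effect; some results filed as inactive read as strong as hits; confirmed hits need IC50 under 10 µM and bright autofluorescent wells are also inconclusive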
GPR55 beta-arrestin: selective activators of receptor GPR55 – imaging, U2OS cells, beta-arrestin-GFP redistribution, primary screen (AID 1961) | U2OS GPR55 beta-arrestin-GFP redistribution imaging; higher % means a stronger effect | activation, % at 10 µM; hits with a dose series show EC50 in µM | hit rate 0.048% among 290,000;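 active means activation above 40% with more than 50 cells counted in the well; inconclusive means wells holding fewer than 50 cells, flagged as toxic or sparse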;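 further: U2OS osteosarcoma cells stably expressing GPR55 and beta-arrestin-GFP; plate controls were DMSO negative control for no effect and LPI positive control for full effect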
West Nile antiviral: West Nile virus antiviral activity, cell-based, CPE readout (AID 1621) | hit rate 0.02% among 290,000 | West Nile virus-infected cells, CPE inhibition; higher % means a stronger effect | CPE inhibition, % at 10 µM, or IC50 in µM where a hit was titrated; in the data active means a potency from the dose series; inconclusive means CPE inhibition mostly from about 3.7% at the one dose, without a potency; inactive means the rest, 99 in 100 with CPE inhibition below about 2.2%; further: strong numbers were not always called active
PhoP inhibition: PhoP-dependent GFP reporter repression – Salmonella Typhimurium, primary screen (AID 1863); hit rate 0.16% among 300,000; one-dose inhibition, % at 50 µM; IC50 in µM for titrated hits; S. Typhimurium PhoP-regulated promoter GFP reporter, 4 h; higher % means a stronger effect;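 active means inhibition over 29.93%, a cutoff 3 SD above the screen mean, later confirmed by dose response; inconclusive means inhibition over 29.93% but no dose response follow-up; inactive means inhibition at most 29.93% or unconfirmed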;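 further: 0% = low Mg2+ inducing control and 100% = high Mg2+ repressing control; strong numbers were not always called active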
NTR1 agonist: agonists of NTR1, primary screen, imaging, U2OS cells, beta-arrestin-GFP, high content (AID 493036); activation, % at 20 µM; P30989; hit rate 0.17% among 330,000; NTR1-U2OS beta-arrestin-GFP spot imaging, agonist mode;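 active means activation at or above 40% of the spot to cytoplasm intensity ratio, with at least 20 cells analyzed; inconclusive means wells under 20 cells, flagged as cytotoxic or low count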;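 further: 0% = DMSO without peptide and 100% = 100 nM NTR1 peptide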
Target sequence (P30989 whole entry, looked up): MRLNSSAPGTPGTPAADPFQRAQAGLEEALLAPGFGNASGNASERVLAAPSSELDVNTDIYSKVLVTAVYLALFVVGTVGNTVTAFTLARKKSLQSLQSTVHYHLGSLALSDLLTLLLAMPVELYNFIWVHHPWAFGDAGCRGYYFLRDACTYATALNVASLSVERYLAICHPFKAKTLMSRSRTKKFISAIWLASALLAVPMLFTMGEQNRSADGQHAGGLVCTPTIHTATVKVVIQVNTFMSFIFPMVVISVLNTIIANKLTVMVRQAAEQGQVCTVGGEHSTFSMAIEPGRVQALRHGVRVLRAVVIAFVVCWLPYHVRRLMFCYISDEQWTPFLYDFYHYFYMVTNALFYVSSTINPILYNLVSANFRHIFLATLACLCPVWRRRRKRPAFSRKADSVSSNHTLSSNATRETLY
T cell modulator vesicle-bound %: second read-out of T cell modulator, no call of its own (marks repeat the call); double positive events, %; measured here: CD8+ vesicle-bound cell fraction;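 binding gate set so that unloaded-vesicle control wells show 10% double positive cells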
NTR1 agonist cell count 20 µM: second read-out of NTR1 agonist, no call of its own (marks repeat the call); cell count; measured here: cell count, cytotoxicity flag
* = called active by the depositor; i = inactive; ? = inconclusive; · = no result given; [ ] = another dose, or the depositor's remark.

nr	Compound	T cell modulator	T cell modulator vesicle-bound %	KOR beta-arrestin-1	GPR35 antagonists	KOR beta-arrestin-2	GPR55 antagonists	GPR55 beta-arrestin	West Nile antiviral	PhoP inhibition	NTR1 agonist	NTR1 agonist cell count 20 µM
1	O=C(CN(C1CCCCC1)S(=O)(=O)c1ccc(F)cc1)NCCCO	i	43	-3%	-2%	1.2%	-3%	-0.1%	0.1%	1%	1.1	40
2	O=S(=O)(NCc1nc2ccccc2[nH]1)c1ccccc1	i	7	16%	15%	0.1%	7%	-0.1%	-0.3%	-7%	0.8	70
3	COc1ccccc1NS(=O)(=O)c1cccc(C(=O)N/N=C/c2ccccc2OCC(=O)O)c1	i	48	-7%	4%	-8.2%	8%	0.2%	0.0%	-1%	0.6	57
4	N#C/C(=C\c1ccc([N+](=O)[O-])o1)C(=O)Nc1ccc(F)cc1	i	61	-75%[20 µM]	-12%	-5.7%	-6%	-0.1%	1.2%	-5%	2.0	44
5	O=C1NC(=S)N/C1=C\c1ccccc1OCc1ccc(C(=O)O)cc1	i	32	16%	9%	3.8%	4%	-0.6%	0.3%	-11%	0.1	65
6	O=C(/C=C/c1ccc(F)cc1)Nc1ccc(S(=O)(=O)N2CCOCC2)cc1	i	66	-6%	5%	-3.0%	-3%	-0.1%	-0.3%	6%	-0.1	74
7	O=C(c1ccccc1)c1ccccc1C(=O)N1CCN(C(=O)c2ccccc2)CC1	i	58	-10%	-16%	1.8%	-5%	-0.1%	-0.8%	8%	3.5	60
8	Cc1cc(C)nc(Nc2ccc(C)c([N+](=O)[O-])c2)n1	i	28	6%[20 µM]	4%	·	4%	-0.1%	-1.6%	·	2.9	18
9	CC(NC(=O)CNC(=S)N(Cc1ccccc1)Cc1cccnc1)c1ccccc1 (stereo unspecified)	i	29	27%	-9%	-2.5%	19%	-0.7%	0.2%	2%	-0.7	55
10	COc1ccc(Cc2nc3ccc(C(=O)N4CCCC4)cc3o2)cc1	i	72	-5%	14%	0.2%	22%	-0.1%	-0.3%	2%	1.9	60
11	COc1ccc(CCNC(=O)C(=O)NCC2CCCO2)cc1 (stereo unspecified)	i	11	17%	-12%	-7.2%	-1%	0.6%	1.4%	0%	0.4	50
12	Cn1c2ccc(Cl)cc2c2nc3ccccc3nc21	i	16	-27%	-5%	5.6%	-2%	-0.2%	0.4%	-11%	3.6	64
13	CNc1oc(-c2ccc(OCc3ccccc3)cc2)nc1C#N	i	28	-9%	16%	4.1%	4%	-0.2%	·	5%	3.0	45
14	COc1cccc(NC(=O)CN2C(=O)CSc3ccc(S(=O)(=O)N4CCC(C)CC4)cc32)c1	i	16	-6%	-4%	2.4%	21%	0.3%	0.6%	-4%	3.4	74
15	N#Cc1c(OCC(=O)c2ccccc2)nc2c(c1-c1ccco1)CCc1ccccc1-2	i	31	16%	-2%	-5.0%	-1%	-0.3%	?	4%	9.9	80
16	CCCc1nnc(NC(=O)CSc2ncn[nH]2)s1	i	46	-1%	-5%	6.2%	-4%	0.2%	0.2%	-6%	-1.3	46
17	COc1cc(C(=O)Nc2ccc3nc4n(c(=O)c3c2)CCCCC4)cc(OC)c1OC	i	31	-18%	2%	3.8%	2%	0.1%	0.1%	-6%	1.5	58
18	CC1(C)OC(=O)C(=NNc2ccccc2)C(=O)O1	i	48	12%	7%	1.8%	-5%	-0.2%	0.9%	0%	0.6	50
19	COCCCNS(=O)(=O)c1cc2c3c(c1)C(C)C(=O)N3CCC2 (stereo unspecified)	i	13	-55%	3%	2.1%	9%	-0.3%	0.3%	-8%	0.1	73
20	O=C(NCCN1CCOCC1)c1cc(-c2ccc(Cl)cc2)on1	i	22	0%	-8%	-1.8%	75%	-0.1%	-0.5%	-17%	-0.3	67
21	O=C(Cn1c(COc2ccccc2)nc2ccccc21)Nc1cc(Cl)c(Cl)cc1Cl	i	35	·	-18%	·	-5%	-0.1%	-0.2%	-7%	1.3	69
22	O=c1c(Cl)nc2cc(Cl)ccc2n1CCNc1ncc(C(F)(F)F)cc1Cl	i	28	20%	-6%	1.3%	9%	5.2%	-0.1%	-12%	14	32
23	COc1ccc(-n2c(=O)c3ccccc3n(CC(=O)NCc3ccco3)c2=O)cc1	i	22	0%	-7%	0.0%	4%	0.3%	0.3%	-11%	1.0	67
24	COc1cc(C2C3C(=O)N(c4ccccc4)C(=O)C3ON2c2ccccc2)cc(OC)c1OC (stereo unspecified)	i	47	15%	1%	-0.9%	1%	0.3%	-0.1%	7%	-2.0	43
25	O=C(Nc1ccc(N2CCOCC2)nc1N1CCOCC1)c1cccc(C(F)(F)F)c1	i	27	-4%	9%	0.7%	2%	0.5%	-0.8%	-4%	1.2	51
26	O=C(CCCN1Cc2ccccc2C1)c1ccc(F)cc1	i	61	-29%	10%	4.2%	2%	-0.1%	0.0%	31%	0.0	44
27	CCc1ccc(NC(=O)CN(C)S(=O)(=O)c2ccc3[nH]c(=O)oc3c2)cc1	i	34	-30%	15%	7.3%	4%	0.0%	0.4%	-2%	0.9	65
28	COc1cccc(-c2ccc(NC(=O)C3CCCN(Cc4cnn(C)c4)C3)cc2)c1 (stereo unspecified)	i	3	-25%	8%	0.1%	2%	0.2%	0.2%	-2%	0.5	62
29	CC(C)(C)NS(=O)(=O)c1ccc(NC(=O)C2CC(=O)N(CCc3ccc(F)cc3)C2)cc1 (stereo unspecified)	i	25	-4%	11%	3.5%	-2%	·	-0.1%	4%	-0.1	34
30	Cc1ccc(NC(=O)COC(=O)c2ccn(C)n2)cc1	i	35	24%	14%	-4.0%	-8%	-0.4%	-0.2%	6%	0.6	60
31	Cc1c(NC(=O)c2ccc(-c3ccc([N+](=O)[O-])cc3Cl)o2)c(=O)n(-c2ccccc2)n1C	i	43	-60%[20 µM]	-6%	·	10%	-0.1%	-0.2%	8%	0.5	50
32	COC(=O)c1c(C(=O)OC)c(-c2cccc(F)c2)n2c1CS(=O)C2 (stereo unspecified)	i	36	16%	5%	1.9%	-1%	-0.2%	0.0%	-5%	-1.5	95
33	COc1ccc(CNC(=O)CS(=O)CC(=O)O)cc1OC (stereo unspecified)	i	42	15%	-1%	-7.3%	-5%	-0.1%	0.5%	-12%	-0.4	80
34	O=C1CCCC(=NCc2ccco2)C1	i	26	-30%	-8%	-9.9%	0%	-1.0%	-0.1%	-5%	0.5	55
35	CN(C)S(=O)(=O)c1ccc(N2CCCC2)c(C(=O)Nc2cccc(F)c2)c1	i	38	-29%	-9%	-0.8%	2%	0.5%	0.0%	-2%	0.7	66
36	CCN(CC(=O)NCc1cccs1)S(=O)(=O)c1ccc([N+](=O)[O-])cc1	i	22	15%	-3%	-3.0%	14%	0.3%	-0.3%	-8%	1.4	63
37	CCOC(=O)c1ccc(NC(=O)Cn2c(-c3nonc3N)nc3ccccc32)cc1	i	6	·	0%	·	-7%	-0.6%	?	2%	-1.0	35
38	O=C(N/N=C/c1cccnc1)c1ccc(F)cc1	i	67	12%	8%	-1.3%	7%	-0.1%	0.0%	5%	-0.6	75
39	CCOC(=O)c1oc2cc(O)cc(C)c2c(=O)c1-c1cscn1	i	53	-46%	-19%	1.1%	-42%	0.2%	0.0%	20%	0.8	61
40	COc1ccccc1C(=O)Nc1nc2cc3c(cc2s1)OCCO3	i	48	-26%	0%	-3.6%	5%	-0.1%	0.1%	-12%	-0.3	106
41	COc1ccccc1C(=O)NNC(=O)c1cccc(O)c1	i	54	-31%[20 µM]	11%	21%	-17%	-0.4%	-0.5%	4%	-0.5	73
42	COc1ccc(C(=O)Nc2ccnn2C2CCN(C(=O)c3cc(C)on3)CC2)cc1	i	13	26%	-2%	-2.5%	13%	-0.1%	-0.3%	0%	-1.0	53
43	COc1cc(C)c(Cl)cc1S(=O)(=O)n1cnc(C)c1	i	2	-24%	20%	-5.4%	-1%	-0.1%	0.1%	-7%	3.6	45
44	COc1ccc(NC(=O)c2ccc(NC(=O)C(C)C)cc2)c([N+](=O)[O-])c1	i	28	-51%	3%	-3.7%	13%	0.5%	-0.1%	-14%	-0.6	68
45	COc1ccc(Oc2nc(C)cc(C)c2S(=O)(=O)c2ccc(C)cc2)cc1	i	46	9%	7%	-0.9%	13%	-0.1%	·	-5%	1.9	46
46	CC1(C)SC(=S)N(Cc2ccc3c(c2)OCO3)C1N(O)C(=O)NC1CCCCC1 (stereo unspecified)	i	49	-9%	14%	3.8%	9%	0.2%	-0.4%	6%	1.5	59
47	CC(=O)N(c1ccc(C)cc1)c1nc(C)cc(C)c1C#N	i	27	-2%	5%	-1.5%	3%	-0.2%	0.5%	-2%	0.6	63
48	O=C1NCCCC2c3c(cc(Br)c(O)c3Br)OC12N1CCCCC1 (stereo unspecified)	i	61	-29%	-8%	-2.7%	-2%	-0.2%	-0.1%	-9%	-0.7	36
49	Nc1ccc(Cl)cc1/C(=N/O)c1ccccc1	i	53	-11%	-3%	1.3%	8%	0.3%	0.8%	-11%	2.4	74
50	COc1cccc2cc(C(=O)N3C(C)CCCC3C)c(=O)oc12 (stereo unspecified)	i	52	-41%	-9%	10%	5%	0.1%	0.3%	-2%	0.6	32

Further entries follow.
nr	Compound	T cell modulator	T cell modulator vesicle-bound %	KOR beta-arrestin-1	GPR35 antagonists	KOR beta-arrestin-2	GPR55 antagonists	GPR55 beta-arrestin	West Nile antiviral	PhoP inhibition	NTR1 agonist	NTR1 agonist cell count 20 µM
51	Cc1ccc2nsnc2c1NC(=O)c1ccccc1[N+](=O)[O-]	i	42	·	4%	-0.2%	9%	0.1%	-0.5%	2%	1.0	74
52	Cc1onc(-c2c(F)cccc2Cl)c1C(=O)OCC(=O)NC(c1ccccc1)c1ccccc1	i	23	5%	3%	-0.3%	13%	0.0%	0.0%	4%	1.6	72
53	CCCCn1c(N)c(N(CC(C)C)C(=O)C2CC(=O)N(Cc3ccco3)C2)c(=O)[nH]c1=O (stereo unspecified)	i	72	-33%	-11%	17%	-10%	-0.2%	-0.2%	-4%	-0.8	61
54	C=CCOc1ccc(CN(C)CC(O)COc2ccc(CCC(C)=O)cc2)cc1 (stereo unspecified)	i	22	-8%	-6%	-3.6%	-5%	-0.2%	-1.4%	9%	0.3	50
55	COc1ccc(/C=C2\C(=O)NC(=S)N2C(=O)c2ccc(F)cc2)cc1	i	43	15%	2%	2.6%	12%	-0.2%	0.1%	-42%	·	·

Bioassay records deposited in PubChem BioAssay by several laboratories.
